# MT1-MMP txn act = MT1-MMP promoter reporter activation – cell-based, luciferase luminescence, primary screen | activation factor at 10 µM | actives 0.16% (n = 86,000) | HT1080 MT1-MMP promoter luciferase reporter, overnight; hits give high values | AID 750, 2007;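 active = activation factor of at least 2 for MT1-MMP transcription at 10 µM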
# PLAP act = PLAP enzyme activators, biochemical, luminescence, HTS; Alkaline phosphatase, placental type (Homo sapiens), P05187; purified PLAP enzyme, luminescent substrate read-out; hits give high values; actives 1.2% (n = 96,000); activation fold at 20 µM; in the data active = activation fold above about 2
# Target sequence (P05187 whole entry, looked up): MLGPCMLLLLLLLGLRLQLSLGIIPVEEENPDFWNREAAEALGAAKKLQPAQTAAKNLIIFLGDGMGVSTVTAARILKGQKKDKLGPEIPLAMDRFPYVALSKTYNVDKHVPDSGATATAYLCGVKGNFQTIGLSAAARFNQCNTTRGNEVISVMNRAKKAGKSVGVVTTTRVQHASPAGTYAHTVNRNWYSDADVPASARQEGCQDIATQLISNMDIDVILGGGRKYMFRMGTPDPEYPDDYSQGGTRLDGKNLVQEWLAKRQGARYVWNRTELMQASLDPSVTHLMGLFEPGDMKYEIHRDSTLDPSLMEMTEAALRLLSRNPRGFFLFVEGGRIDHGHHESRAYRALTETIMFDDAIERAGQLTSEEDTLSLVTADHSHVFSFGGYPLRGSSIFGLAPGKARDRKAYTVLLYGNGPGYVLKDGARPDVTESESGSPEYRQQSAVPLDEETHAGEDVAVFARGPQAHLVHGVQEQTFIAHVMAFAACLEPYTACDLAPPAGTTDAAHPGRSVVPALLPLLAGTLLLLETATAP
# Mac1 fbg inh = inhibitors of CD11b/CD18 adhesion to fibrinogen, primary screen, K562 cells, luminescence. actives 0.54% (n = 93,000). inhibition, % at 10 µM. AID 1497, 2009. Integrin beta-2 (Homo sapiens) + Integrin alpha-M (Homo sapiens), P05107+P11215. ATPlite luminescence; Mn2+ added to activate the integrin;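 active = primary inhibition of 50% or more at 10 µM, then 40% or more on retest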; also: some results filed as inactive read as strong as hits
# CD11b adhes enh = enhancers of CD11b/CD18 adhesion to fibrinogen, primary screen, K562 cells, luminescence | Integrin beta-2 (Homo sapiens) + Integrin alpha-M (Homo sapiens), P05107+P11215 | ATPlite luminescence | activation, % at 10 µM | actives 0.07% (n = 93,000) | AID 1499, 2009;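 active = 10 µM primary screen giving 50% or more activity, confirmed by 40% or more on retest at that dose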; also: strong numbers were not always called active; reference of the scale not given here
# E coli WT exp = growth inhibitors of wild-type E. coli, primary screen, strain BW25113, expanded library, OD600. OD600 absorbance. growth inhibition, % at 100 µM. actives 0.15% (n = 98,000). AID 710, 2007;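 active = growth inhibition above about 50% at one test dose, limit read from the data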;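 also: growth measured after 20 h incubation at 37 °C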
# ERa coact pot = enhancers of ERα–SRC-1 coactivator binding, primary screen, biochemical, TR-FRET, ERα LBD, low estradiol; AID 639, 2007; actives 1.3% (n = 86,000); TR-FRET ERalpha-LBD/SRC-Cy5 coactivator binding, 2 h; 100 = basal binding, no effect; Estrogen receptor (Homo sapiens), P03372; coactivator binding (% of control), % at 25.6 µM; in the data active = activity above about 200%;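 also: binding measured in presence of low estradiol as agonist stimulus; 0% = peptide alone without receptor and 100% = receptor with peptide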
# ERa SRC1 inh = ERα–SRC-1 coactivator interaction inhibitors, primary screen, biochemical, TR-FRET, ERα LBD, estradiol-bound; Estrogen receptor (Homo sapiens), P03372; TR-FRET ER-alpha LBD / SRC-1 peptide; inhibition, % at 25.6 µM; actives 1.7% (n = 86,000); in the data active = inhibition above about 50%;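 also: 0% = receptor plus peptide control and 100% = peptide only without receptor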
# FAK blocker = FAK kinase inhibitors, primary screen, biochemical | Focal adhesion kinase 1 (Homo sapiens), Q05397 | biochemical FAK kinase activity assay | inhibition, %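 (tested at 7 µM)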 | actives 0.84% (n = 97,000) | AID 727, 2007; in the data active = inhibition above about 19%;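 also: 0% = DMSO and 100% = reference compound high control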
# ERb coact inh = inhibitors of ERβ-SRC1 coactivator interaction, primary screen, biochemical, TR-FRET, ERβ LBD, SRC-1 peptide; inhibition, % at 25.6 µM; actives 1.3% (n = 86,000); TR-FRET ER-beta LBD / SRC1-Cy5 peptide binding; receptor agonist-loaded with 1 µM estradiol; Estrogen receptor beta (Homo sapiens), Q92731;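 active = compounds whose percent inhibition of the receptor-coactivator binding signal exceeds about 50% in the single-dose screen, limit read from the data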;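 also: 0% = receptor plus peptide wells without compound and 100% = peptide-only wells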
# Target sequence (Q92731 whole entry, looked up, the tested form may be a part): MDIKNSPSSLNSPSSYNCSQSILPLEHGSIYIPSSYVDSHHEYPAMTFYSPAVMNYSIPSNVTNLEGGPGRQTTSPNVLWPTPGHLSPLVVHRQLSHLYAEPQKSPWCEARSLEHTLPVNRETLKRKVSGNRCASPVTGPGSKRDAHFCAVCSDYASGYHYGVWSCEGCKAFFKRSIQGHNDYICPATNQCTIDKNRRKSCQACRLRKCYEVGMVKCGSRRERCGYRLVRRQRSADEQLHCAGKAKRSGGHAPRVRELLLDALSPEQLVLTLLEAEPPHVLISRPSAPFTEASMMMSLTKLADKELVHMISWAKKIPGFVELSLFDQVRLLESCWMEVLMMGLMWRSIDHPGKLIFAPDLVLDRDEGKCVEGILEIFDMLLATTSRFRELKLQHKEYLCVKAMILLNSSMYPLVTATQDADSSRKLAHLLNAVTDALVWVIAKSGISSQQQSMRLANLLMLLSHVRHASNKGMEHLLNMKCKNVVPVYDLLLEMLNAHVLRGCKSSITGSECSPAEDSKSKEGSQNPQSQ
# * hit, by the source's call; nt = not tested or not shown; [ ] = remark or other dose.
SMILES,MT1-MMP txn act,PLAP act,Mac1 fbg inh,CD11b adhes enh,E coli WT exp,ERa coact pot,ERa SRC1 inh,FAK blocker,ERb coact inh
CC1CCN(C(=O)C2CCC(CNS(=O)(=O)c3cccc4cccnc34)CC2)CC1 (stereo unspecified),1.1,1.6,2,-5,3,120[fluorescence artefact?],-10,-6,-11
CCC(C)c1ccc(NC(=O)c2cccs2)cc1 (stereo unspecified),1.1,0.8,-17,-2,3,109,11,4,5
COCP(=O)(c1ccccc1)c1ccccc1,1,0.9,-5,-3,1,112,3[fluorescence artefact?],3,-5[fluorescence artefact?]
COc1cc(C(=O)NCC(c2cccnc2)N2CCN(C)CC2)cc(OC)c1OC (stereo unspecified),1,0.9,nt,nt,-6,127[fluorescence artefact?],-6,-7,-1[fluorescence artefact?]
COc1ccc(N2C(=O)C3CCCN3C2c2ccccc2OC)cc1 (stereo unspecified),1.1,1.7,1,4,4,119,-4,0,-12[fluorescence artefact?]
CN(CC(=O)Nc1nc2ccccc2s1)S(=O)(=O)c1ccc(Br)cc1,1.2,0.9,33,-4,-10,106,1,-1,1
CCOC(=O)N=S(N)(=O)c1ccc(Cl)cc1 (stereo unspecified),1,1.1,-23,-1,6,108,23,2,21[fluorescence artefact?]
Nc1cccc(Nc2nc(OC(C(F)(F)F)C(F)(F)F)nc(OC(C(F)(F)F)C(F)(F)F)n2)c1,1.1,1.1,nt,nt,16,112,-7,-4,33
CCOC(=O)N(C)c1ccc(C(O)(C(F)(F)F)C(F)(F)F)cc1,1.2,0.8,-29,6,-3,108,-9,-1,-3
C/C(N)=C(/C#N)C(=O)COC(=O)CCSc1ccccc1,1,1.1,-3,3,0,nt,nt,-6,nt
Cc1ccc(C(=O)NCCN(C)C)cc1C,1.1,0.9,9,-2,-1,98,-4,3,-15
CCCn1nnnc1NCc1ccc(N2CCCC2)cc1,1.1,nt,nt,nt,nt,105,-53,0,12[fluorescence artefact?]
CCCCCn1c(CCC(=O)Oc2ccccc2OC)nc2c1c(=O)[nH]c(=O)n2CCCC,1.2,0.9,-9,-2,-20,88,-14,1,-8
COc1cc(C2NC(=O)NC(C)=C2C(=O)OC2CCCCC2)cc(Br)c1O (stereo unspecified),1,1.6,-14,3,nt,91,9,0,-2[fluorescence artefact?]
CCN1CCCC1CNC(=O)C1c2cc(OC)c(OC)cc2C(=O)N(C)C1c1cccnc1 (stereo unspecified),1.1,1.1,3,-2,-5,nt,nt,-1,nt
COc1ccc(C2Nc3ccccc3C(=O)N2O)cc1OC (stereo unspecified),1.2,0.8,4,-2,6,118,0,6,-7
CN1CCN(CC(C)(C)NS(=O)(=O)c2ccc(Cl)cc2)CC1,1.1,1.5,-9,0,4,109,-8,5,-4
COc1ccccc1C(=O)Nc1ccc(Oc2ncnc3sc(-c4ccccc4)cc23)cc1,nt,1.2,-7,22,-13,nt,nt,-4,nt
CCN(CC)S(=O)(=O)c1cccc(C(=O)N2CC(O)CC2C(=O)OC)c1 (stereo unspecified),1.2,1,-10,-7,0,104,4,6,-19
CC(C)CNC(=O)NC(=O)COc1ncnc2sccc12,1,1.1,nt,nt,-6,108,3,2,-7[fluorescence artefact?]
CCCSc1nc(O)c(C2OC(=O)c3c2ccc(OC)c3OC)c(=O)n1C (stereo unspecified),1.2,1.1,7,2,7,100,-9,-4,-4
COc1ccccc1OCc1nc2ccccc2[nH]1,1.1,1,nt,nt,20,97,0,-3,1
O=C(Cn1cnc([N+](=O)[O-])n1)NCc1ccccc1,nt,1,-8,-2,5,nt,nt,1,nt
Cc1ccc(S(=O)(=O)CC(=O)N(C)C)cc1,1,nt,nt,nt,2,118,23,-1,-10
Cc1ccc(Cl)cc1NC(=O)CCC(=O)Nc1cc(Cl)ccc1C,1.2,0.2,-27,0,-3,91[fluorescence artefact?],1[fluorescence artefact?],-1,-5[fluorescence artefact?]

# Further results follow:
SMILES,MT1-MMP txn act,PLAP act,Mac1 fbg inh,CD11b adhes enh,E coli WT exp,ERa coact pot,ERa SRC1 inh,FAK blocker,ERb coact inh
Cc1occc1-c1nnc(SCc2cc(=O)n3cc(Br)ccc3n2)n1C,1,0.9,-4,1,2,121[fluorescence artefact?],61*,-2,53*
Cc1sc2ncn(CC(=O)OC(C)C)c(=O)c2c1C,nt,1.1,4,-3,1,nt,nt,-2,nt
CC1(C)Cc2c(ccc3ccccc23)/C(=C/C(=O)N2CCCCC2)N1,1.2,1.4,nt,nt,-4,134,1,-3,1
O=C(CSc1nnnn1-c1ccc2c(c1)CCC2)Nc1ccc2c(c1)OCCO2,1.3,0.9,10,-3,-3,126,15,0,0
CCC1CCCCN1S(=O)(=O)c1ccc2c(c1)CCN2C(=O)C1CCC1 (stereo unspecified),0.9,1.2,nt,nt,-6,125,-2,1,-6
Cc1nn(-c2ccccc2)c(Cl)c1C(=O)OC(C)C(=O)Nc1ccc2c(c1)OCO2 (stereo unspecified),1.1,1.2,3,-5,-2,87,7,-4,-6
Cc1nn(C)cc1/C=N/NC(=O)c1sc2ccccc2c1Cl,nt,1.8,54,-3,10,nt,nt,0,nt
COc1ccc(C2N=C(N)N=C(N)N2c2ccccc2)cc1OC (stereo unspecified),1.1,2.5*,63,1,-3,103,-6,-1,-7
Cn1c(CCNC(=O)c2ccco2)nc2cc(NS(=O)(=O)c3ccccc3)ccc21,1.2,1,9,2,2,100,3[fluorescence artefact?],-6,6[fluorescence artefact?]
COc1ccccc1C1SCCN1S(C)(=O)=O (stereo unspecified),1,1,-1,-7,-1,107,-9,12,-4[fluorescence artefact?]
CC(C)COP(=O)(c1ccc(N(C)C)cc1)C(O)c1ccccn1 (stereo unspecified),1.2,1.4,-4,-2,1,118,0,1,-11
CC(C)n1c(CCCO)nc2ccccc21,1,1,3,-2,nt,102,-2,nt,-4
Cc1nn(C)c(C)c1C1Nc2ccccc2C(=O)N1O (stereo unspecified),1.1,nt,nt,nt,nt,100,-11,-1,-11
Cc1ccnc(NC(=O)CCC2CCCCC2)c1,1.1,0.7,11,1,5,82,4,2,6[fluorescence artefact?]
COc1ccc(S(=O)(=O)N(CC(=O)O)c2ccc(C)cc2)cc1,1.2,1.1,-12,0,5,nt,nt,-4,nt
COc1ccccc1NC(=O)NCCN1C(=O)C2C3C=CC(C3)C2C1=O (stereo unspecified),1.1,0.9,-4,0,-9,144[fluorescence artefact?],-3,-1,-8[fluorescence artefact?]
COc1ccc(/C=N/NC(=O)c2cccc([N+](=O)[O-])c2)cc1OS(=O)(=O)c1ccccc1,nt,0.9,-5,8,-1,nt,nt,1,nt
C=CCn1c(SCc2ccccc2)nc2scc(-c3ccc(C)o3)c2c1=O,1,1,nt,nt,-21,124,-7,-2,3
O=C(CCC1CCCC1)Nc1ccc(OCC(=O)N2CCOCC2)cc1,1.3,nt,nt,nt,nt,78[fluorescence artefact?],6,-1,15[fluorescence artefact?]
Cc1cc(=O)[nH]c(N=N/C(=N/Nc2ccc(O)cc2)c2ccccc2)n1,1.1,1.3,-8,13,22,66[fluorescence artefact?],-7[fluorescence artefact?],-2,0
CSc1ccc(S(=O)(=O)Nc2ccc(S(=O)(=O)Nc3ccc(C)cc3)cc2)cc1,1.2,1.6,18,4,-10,63,21,-2,2
CSc1nc2ccc(S(=O)(=O)N3CCOCC3)cc2s1,1.2,1,-37,1,1,100,-3,2,2
CCOC(=O)c1c(-c2ccccc2)oc2cc(CN(C)C)c(O)c(CN(C)C)c12,1.2,nt,nt,nt,nt,104,-3,4,-6
Cc1ccc(C(C)C)c(OCCCN2C(=O)NC(C)(C)C2=O)c1,1.1,1.2,-22,1,-12,96,6[fluorescence artefact?],0,4[fluorescence artefact?]
COc1cc(NC(=O)Cn2nnc(-c3ccncc3)n2)cc(OC)c1,1.1,1.5,-13,-2,15,112,-9,-6,-10

# The list goes on; it opens with the four that closed the last part.
SMILES,MT1-MMP txn act,PLAP act,Mac1 fbg inh,CD11b adhes enh,E coli WT exp,ERa coact pot,ERa SRC1 inh,FAK blocker,ERb coact inh
CSc1nc2ccc(S(=O)(=O)N3CCOCC3)cc2s1,1.2,1,-37,1,1,100,-3,2,2
CCOC(=O)c1c(-c2ccccc2)oc2cc(CN(C)C)c(O)c(CN(C)C)c12,1.2,nt,nt,nt,nt,104,-3,4,-6
Cc1ccc(C(C)C)c(OCCCN2C(=O)NC(C)(C)C2=O)c1,1.1,1.2,-22,1,-12,96,6[fluorescence artefact?],0,4[fluorescence artefact?]
COc1cc(NC(=O)Cn2nnc(-c3ccncc3)n2)cc(OC)c1,1.1,1.5,-13,-2,15,112,-9,-6,-10
O/N=C1/CCCSc2ccccc21,nt,1,10,-2,5,nt,nt,-7,nt
O=C(Nc1ccccc1C(F)(F)F)c1cc(S(=O)(=O)N2CCC3(CC2)OCCO3)ccc1F,0.9,1,-12,0,-1,117,-8,0,12
COc1ccc(Cc2nn3c(Cn4nnc5ccccc54)nnc3s2)cc1,1.1,1.4,3,3,6,nt,nt,16,nt
COc1cc(SC)ccc1C(=O)NCC1CCCO1 (stereo unspecified),1.4,1.3,0,-1,3,128,-1,-2,-2
CCOC(=O)C1C(=O)CC(C)(O)C(C(=O)OCC)C1c1ccc(N(CC)CC)cc1 (stereo unspecified),1.3,nt,nt,nt,nt,102,7,0,-1
O=C(CCSc1nnc(-c2ccco2)o1)Nc1ccc(Cl)cc1,1.2,1.1,-1,2,3,110,6,nt,-2
CC(C)CNC(=O)c1ccccc1Oc1ccccc1,1,0.8,-7,-4,0,100,5,-1,2
CCOc1ccc(-c2nnn(CC(=O)NCc3cccs3)n2)cc1,1.1,0.9,-13,0,-2,114,4,-4,0
CCN1CCCC1CNC(=O)c1cc(OC)c(OC)c(OC)c1 (stereo unspecified),1.1,0.9,0,-3,7,111,-12,-1,-3
COc1cc(C(c2sc3ncnn3c2O)N2CCN(c3ccccc3F)CC2)cc(OC)c1OC (stereo unspecified),1,1.6,-16,3,-1,115,-1,-3,-1
Cc1ccc(NC(=O)c2cc(NC(=O)c3ccco3)ccc2N2CCOCC2)cc1,nt,1,2,-1,-12,92,3,5,1
Cc1ccc(C(C)C)c(OCC(=O)Nn2c(C)nc3ccccc3c2=O)c1,1.4,1.2,0,-1,-1,111[fluorescence artefact?],4,1,-15
O=C(NCCCN1CCOCC1)c1coc2ccccc2c1=O,1.2,1,-6,-5,2,128,2,0,0
O=C(NCCc1csc(-c2ccccc2)n1)c1cccs1,1.1,0.9,-5,7,5,106,0,8,-3
COc1ccc(C(=O)NC(=S)NCc2ccc(-c3nc4ccccc4o3)cc2)cc1OC,1.2,1.4,3,2,-12,115,19,0,15
O=C(CCCSc1nc2sc3c(c2c(=O)[nH]1)CCC3)NCCO,1.1,1.1,-7,-1,-7,144,-11,1,-6
CCOc1ccc(C2CC(c3ccc(F)cc3)n3ncnc3N2)cc1 (stereo unspecified),1,nt,nt,nt,nt,100,-4,nt,-15[fluorescence artefact?]
N#Cc1c2c(c(N3CCN(c4ccccn4)CC3)n3c1nc1ccccc13)CCC2,1.1,1,0,-1,nt,nt,nt,1,nt
Cc1ccc(S(=O)(=O)NCCn2c(C)cc3ccccc32)cc1,1.2,1.2,nt,nt,-5,376*,-14[fluorescence artefact?],-6,-7[fluorescence artefact?]
CCCCCOc1ccc(NC(=O)C(=O)NCCC2=CCCCC2)cc1,1.1,1.2,12,2,-6,120,-3,1,-1

# Limited to FAK blocker, for two of the compounds above:
structure | FAK blocker
Nc1cccc(Nc2nc(OC(C(F)(F)F)C(F)(F)F)nc(OC(C(F)(F)F)C(F)(F)F)n2)c1 | -4
Cc1ccc(C(C)C)c(OCC(=O)Nn2c(C)nc3ccccc3c2=O)c1 | 1
